Sm TGR inh: blocks Schistosoma mansoni thioredoxin glutathione reductase; AID 485364; 360,000 tested, 3% active; purified TGR, DTNB reduction, TNB absorbance 405 nm; Potency, µM (top dose mostly 114 µM), for inactives: at the top dose activity change, negative = inhibition, hits mostly inhibitors; further: potency means the concentration at half of the fitted maximal effect; nearly all actives have a fitted effect of over 60% in size
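Kinetic colorimetric format: TGR-catalysed, NADPH-driven DTNB reduction monitored via TNB absorbance. Enzyme dispensed at 20 nM; compound exposure 15 min at room temperature before reaction start.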
HCMV inh: blocks human cytomegalovirus replication. HFF cells, HCMV-luciferase reporter, 72 h; hits give low values. activity change, negative = inhibition, % at 57.5 µM. 410,000 tested, 4.5% active. AID 1259415; in the data active means activity change below about -60%; inconclusive means no clear call, values can overlap the other calls; inactive means above about -39%
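Human foreskin fibroblasts infected with luciferase-reporter HCMV at MOI 1 PFU/cell, compounds at two doses. Luciferase measured 72 h post infection; normalized to buffer-only basal and Salinomycin (10uM) controls.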
AMA1-RON2 inh: AMA1-RON2 (P. falciparum) interaction inhibition; AlphaScreen AMA1-biotinylated RON2 peptide binding; Potency, µM (doses to about 58.2 µM), without a hit: at the top dose activity change, negative = inhibition, usual class: inhibitors; 360,000 tested, 0.2% active; AID 720542;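 further: potency means the concentration at half of the fitted maximal effect; 0% = vehicle wells and -100% = peptide control; nearly all actives have a fitted effect of over 45% in size; some results filed as inactive show a strong effect at the top dose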
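AMA1 (3D7) with his tag at 25 nM final met compounds first, then biotinylated RON2 peptide at 25 nM; detection used donor plus acceptor beads, 10 µg/mL apiece, read by AlphaScreen after 30 min at room temperature.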
AmpC inh detg: blocks E. coli AmpC beta-lactamase in detergent assay; 370,000 tested, 0.041% active; AmpC hydrolysis of nitrocefin, absorbance 480 nm, 0.01% Triton; P00811; Potency, µM (titrated, usually from 114 µM), without a hit: at the highest dose activity change, negative = inhibition, hits mostly inhibitors;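 further: potency means the concentration at half of the fitted maximal effect; 0% = no-compound wells and -100% = no-enzyme wells; nearly all actives have a fitted effect of over 25% in size; some results filed as inactive show a strong effect at the top dose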
Target sequence (P00811 whole entry, looked up): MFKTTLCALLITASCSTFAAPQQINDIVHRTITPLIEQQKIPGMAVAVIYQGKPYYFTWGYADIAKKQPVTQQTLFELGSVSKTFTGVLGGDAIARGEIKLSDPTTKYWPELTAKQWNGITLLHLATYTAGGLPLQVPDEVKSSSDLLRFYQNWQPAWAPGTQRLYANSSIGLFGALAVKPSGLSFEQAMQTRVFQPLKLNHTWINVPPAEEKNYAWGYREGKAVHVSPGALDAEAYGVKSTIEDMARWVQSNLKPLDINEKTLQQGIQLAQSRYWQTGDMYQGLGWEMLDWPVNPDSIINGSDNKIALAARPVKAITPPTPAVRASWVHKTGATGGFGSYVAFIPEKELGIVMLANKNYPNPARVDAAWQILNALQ
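AmpC (5.3 nM in the dispensed reagent) in 20 mM phosphate pH 7.0 with 0.01% (detergent screen) or 0.0001% Triton X-100 was preincubated with compounds for 15 min at room temperature. Nitrocefin was then added from an 800 uM solution, and hydrolysis was followed at 480 nm.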
HCV inh: blocks hepatitis C virus | Huh7.5.1 HCVcc-Cre infection, luciferase reporter, 44 h | Potency, µM (series often up to 41.8 µM), without a hit: at the top dose activity change, negative = inhibition, actives largely listed as inhibitors | 340,000 tested, 3.4% active | AID 651820; further: potency means the concentration at half of the fitted maximal effect
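Luciferase read-out (15 sec integration) after a 15 min room-temperature substrate step quantifies HCVcc-Cre infection. Cells, 1,000 per well, had compound added 4 h post-plating, then virus at ~0.5 moi, and were cultured 44 h.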
Giardia FBPA inh: inhibitors of Giardia lamblia fructose-1,6-bisphosphate aldolase; purified Giardia FBPA; 290,000 tested, 0.71% active; A8B2U2; Potency, µM (top dose mostly 59.6 µM), for the others: at the top dose activity, negative = inhibition, actives largely listed as inhibitors; further: potency means the concentration at half of the fitted maximal effect; nearly all actives have a fitted effect of over 55% in size
Target sequence (A8B2U2 whole entry, looked up): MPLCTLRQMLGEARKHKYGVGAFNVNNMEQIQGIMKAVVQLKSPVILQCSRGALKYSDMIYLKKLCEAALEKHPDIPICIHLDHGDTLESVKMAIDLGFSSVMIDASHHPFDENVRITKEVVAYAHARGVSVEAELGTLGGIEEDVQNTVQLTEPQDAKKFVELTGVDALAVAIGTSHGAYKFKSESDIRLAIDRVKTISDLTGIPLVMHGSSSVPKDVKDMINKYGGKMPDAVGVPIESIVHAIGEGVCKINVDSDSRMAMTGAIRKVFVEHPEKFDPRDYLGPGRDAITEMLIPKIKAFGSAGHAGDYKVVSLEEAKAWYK
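Giardia FBPA (40 nM reagent) was preincubated 10 min at RT with compound (up to 57.5 uM final), then substrate plus GAPDH/TPI/NAD/arsenate coupling system with diaphorase/resazurin was added; resorufin fluorescence (525/598 nm) was read after 20 min.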
The depositor's hits bear a star; & = joins results of further samples; [ ] = dose if it differs, or a comment. Unless noted, the call rests on the fitted dose curve; in most records, active means well fitted curve in the direction sought with a large enough effect; inconclusive means small, poorly fitted or top-dose-only effect, or another doubt; inactive means no such curve, though single readings can be large; an effect the other way counts as inactive or inconclusive. Unless noted, on the % scale 0 is the no-effect control and ±100 the full control effect. Compounds were not picked by outcome; any-hit rate near 9.3%.

`O=C1CC(O)(C(F)(F)F)Oc2c1ccc1ccccc21` (centres undefined) gave Sm TGR inh 1%, HCMV inh -28, AMA1-RON2 inh 6%, AmpC inh detg inconclusive, HCV inh -29% and Giardia FBPA inh 0%.
For CCN(CC)S(=O)(=O)c1ccc(Cl)c(NC(=O)COC(=O)c2nc3nc(C)cc(C)n3n2)c1 the results were HCMV inh inconclusive, AMA1-RON2 inh 21% and HCV inh inconclusive.
CC(C)CN(C(=O)COC(=O)c1nc(Cl)ccc1Cl)C1CCS(=O)(=O)C1 (centres undefined) was read as Sm TGR inh 0%, HCMV inh 8, AMA1-RON2 inh -6%, AmpC inh detg -17%, HCV inh 26% and Giardia FBPA inh -1%.
Screening Cc1ccc(Cn2ncc(Cl)c(Cl)c2=O)cc1 returned Sm TGR inh 3.5µM*, HCMV inh -10, AMA1-RON2 inh 2%, AmpC inh detg -9%, HCV inh 11µM* and Giardia FBPA inh 1%.
For CCOC(=O)CSc1nnc(-c2ccccc2OC)o1 the results were Sm TGR inh -9%, HCMV inh 41, AMA1-RON2 inh 4%, AmpC inh detg -2%, HCV inh 7% and Giardia FBPA inh 1%.
For CCn1c(SCC(=O)NCC2CCCO2)nc2c(c1=O)SC(C)C2 (centres undefined) the results were Sm TGR inh -1%, HCMV inh inconclusive, AMA1-RON2 inh 2%, AmpC inh detg -11%, HCV inh 2% and Giardia FBPA inh 2%.
For CC(C)(C)c1ccc(OCCOCCn2cnc3ccccc3c2=O)cc1 the results were Sm TGR inh 6%, HCMV inh 9, AMA1-RON2 inh -1%, AmpC inh detg -1%, HCV inh inconclusive and Giardia FBPA inh -13%.
For Cc1c(C)n(Cc2ccccc2)c2ncnc(NN)c12 the results were Sm TGR inh -5%, HCMV inh -73*, AMA1-RON2 inh 40%[activator], AmpC inh detg -1%, HCV inh 11µM* and Giardia FBPA inh -5%.
`CC(=O)NCCC(=O)Nc1cc(S(=O)(=O)N2CCCCC2)ccc1Oc1ccccc1` gave Sm TGR inh -16%, HCMV inh 2, AMA1-RON2 inh -16%, AmpC inh detg -1% and HCV inh -2%.
Screening CC(C)n1cc(/C=C2/SC(=O)N(CC(=O)Nc3ccc4c(c3)OCO4)C2=O)c2ccccc21 returned Sm TGR inh 8%, HCMV inh -22, AMA1-RON2 inh 8%, AmpC inh detg -1%, HCV inh inconclusive and Giardia FBPA inh 0%.
CC(=O)Nc1ccc(S(=O)(=O)NCCc2c[nH]c3ccc(C)cc23)cc1 was read as Sm TGR inh 4%, HCMV inh 9, AMA1-RON2 inh 4%, AmpC inh detg inconclusive, HCV inh -10% and Giardia FBPA inh -5%.
For c1ccc(CCN2CN=C(Nc3nc4ccccc4o3)NC2)cc1 the results were Sm TGR inh 7%, HCMV inh 131, AMA1-RON2 inh 12%, AmpC inh detg -9%, HCV inh 7% and Giardia FBPA inh 6%.
COc1ccc(C(=O)c2c(C)oc3ccc(O)cc23)c(OC)c1 was read as Sm TGR inh 10%, HCMV inh 3, AMA1-RON2 inh 2%, AmpC inh detg -2%, HCV inh inconclusive and Giardia FBPA inh -14%.
CC(C)c1ccc(NC(=O)CSc2n[nH]c(=O)n2-c2cccnc2)cc1 was read as Sm TGR inh inconclusive, HCMV inh -4, AMA1-RON2 inh -5%, AmpC inh detg -1% and HCV inh -4%.
For O=C1c2ccccc2NC(c2cccnc2)N1c1ccccc1F (centres undefined) the results were Sm TGR inh 0%, HCMV inh 22, AMA1-RON2 inh -9%, AmpC inh detg 2%, HCV inh 8% and Giardia FBPA inh 7%.
For COc1cccc(NC(=S)N(Cc2ccc(Cl)cc2)Cc2ccc(C(=O)O)cc2)c1 the results were Sm TGR inh 4%, HCMV inh -7, AMA1-RON2 inh -7%, AmpC inh detg 3%, HCV inh 8% and Giardia FBPA inh -1%.
Screening CCNS(=O)(=O)c1ccc(NC(=O)CSc2nc(-c3ccco3)cc(C(F)(F)F)n2)cc1 returned Sm TGR inh -5%, HCMV inh 20 and AmpC inh detg 18%.
Screening CC(OC(=O)/C=C/c1ccccc1Cl)C(=O)NC1CCCCC1C (centres undefined) returned Sm TGR inh -1%, HCMV inh -28, AMA1-RON2 inh -3%, AmpC inh detg inconclusive and HCV inh 0%.
For CCCc1c2c(cc3c(=O)cc(C(=O)OCC)oc13)CCCC2 the results were Sm TGR inh -16%, HCMV inh -28, AMA1-RON2 inh 1%, AmpC inh detg -13%, HCV inh 0% and Giardia FBPA inh 6%.
For CCC1(CC)Cc2ccccc2-c2nc(NN)[nH]c(=O)c21 the results were Sm TGR inh 28%, HCMV inh -35, AMA1-RON2 inh 111%[activator], AmpC inh detg 8%, HCV inh 6% and Giardia FBPA inh inconclusive.

A portion taken from the entries so far:
For c1ccc(CCN2CN=C(Nc3nc4ccccc4o3)NC2)cc1 the results were Sm TGR inh 7%, HCMV inh 131, AMA1-RON2 inh 12%, AmpC inh detg -9%, HCV inh 7% and Giardia FBPA inh 6%.
COc1ccc(C(=O)c2c(C)oc3ccc(O)cc23)c(OC)c1 was read as Sm TGR inh 10%, HCMV inh 3, AMA1-RON2 inh 2%, AmpC inh detg -2%, HCV inh inconclusive and Giardia FBPA inh -14%.
CC(C)c1ccc(NC(=O)CSc2n[nH]c(=O)n2-c2cccnc2)cc1 was read as Sm TGR inh inconclusive, HCMV inh -4, AMA1-RON2 inh -5%, AmpC inh detg -1% and HCV inh -4%.
For O=C1c2ccccc2NC(c2cccnc2)N1c1ccccc1F (centres undefined) the results were Sm TGR inh 0%, HCMV inh 22, AMA1-RON2 inh -9%, AmpC inh detg 2%, HCV inh 8% and Giardia FBPA inh 7%.
For COc1cccc(NC(=S)N(Cc2ccc(Cl)cc2)Cc2ccc(C(=O)O)cc2)c1 the results were Sm TGR inh 4%, HCMV inh -7, AMA1-RON2 inh -7%, AmpC inh detg 3%, HCV inh 8% and Giardia FBPA inh -1%.

(cont.)
`CCOc1ccccc1N(CC(=O)NC(C)(C)C)C(=O)c1ccc(CN2CCOCC2)o1` gave Sm TGR inh inconclusive, HCMV inh 12, AMA1-RON2 inh 5%, AmpC inh detg inconclusive, HCV inh 5% and Giardia FBPA inh 1%.
O=C(CCNS(=O)(=O)c1ccc2[nH]c(=O)oc2c1)Nc1ccccc1 was read as Sm TGR inh 0%, AMA1-RON2 inh 3%, AmpC inh detg -7% and HCV inh 5%.
For CCOc1ccccc1OC(=O)CN1C(=O)c2ccccc2C1=O the results were Sm TGR inh 6%, HCMV inh -15, AMA1-RON2 inh 2%, AmpC inh detg -10%, HCV inh 12% and Giardia FBPA inh -3%.
`C#CCOCCOCCOCCNc1nc(N2CCN(C(=O)[C@H]([C@@H](C)CC)n3cc(CCCCN)nn3)CC2)nc(N2CCN(C(=O)[C@H](CCCCN)n3cc(CCC(=O)O)nn3)CC2)n1` gave Sm TGR inh 7%, HCMV inh -2, AMA1-RON2 inh -5%, AmpC inh detg inconclusive and HCV inh -11%.
`Cc1ccc(C(C)C)cc1S(=O)(=O)NCc1cccnc1` gave Sm TGR inh 6%, HCMV inh 9, AMA1-RON2 inh -6%, AmpC inh detg -4%, HCV inh -19% and Giardia FBPA inh -8%.
CN(C)c1ccc(N=Cc2nc(-c3ccccc3)oc2OC(=O)c2cccc(Cl)c2)cc1 was read as Sm TGR inh -21%, HCMV inh 64, AMA1-RON2 inh -11%, AmpC inh detg inconclusive, HCV inh -7% and Giardia FBPA inh -15%.
Screening O=C(Nc1ccccc1-c1ccccc1)c1ccccc1Br returned Sm TGR inh -18%, HCMV inh -28, AMA1-RON2 inh -2%, AmpC inh detg inconclusive, HCV inh -8% and Giardia FBPA inh 14%.
Screening C=CCc1cccc(/C=N/n2cnnc2)c1O returned Sm TGR inh -24%, HCMV inh 11, AMA1-RON2 inh 35%[activator], AmpC inh detg 12%, HCV inh 7% and Giardia FBPA inh -8%.
Cc1ccc(-c2ccc(/C=N/c3ncn[nH]3)o2)cc1Cl was read as Sm TGR inh inconclusive, HCMV inh 19, AMA1-RON2 inh -6%, AmpC inh detg 1%, HCV inh -8% and Giardia FBPA inh -10%.
O=C(Nc1n[nH]c(C(F)(F)F)n1)C1CC1 was read as Sm TGR inh 7%, HCMV inh -25, AMA1-RON2 inh -3%, AmpC inh detg 6%, HCV inh 14% and Giardia FBPA inh -28%.
`COc1ccc(S(=O)(=O)N2CCC(c3nnc(-c4ccccc4C)o3)CC2)c(OC)c1` gave Sm TGR inh -1%, HCMV inh -34 and AmpC inh detg 1%.
Screening CCCCn1c(=O)c(CCC(=O)OCC(=O)NC(C)c2ccccc2)nc2ccccc21 (centres undefined) returned Sm TGR inh 1%, HCMV inh -5, AMA1-RON2 inh -5%, AmpC inh detg inconclusive, HCV inh 3% and Giardia FBPA inh 5%.
For CCN(CCO)c1nc(SC)nc2c1sc1nc(-c3ccco3)c3c(c12)CCC3 the results were Sm TGR inh 3.5µM*, AMA1-RON2 inh 7%, AmpC inh detg -10%, HCV inh 14% and Giardia FBPA inh -4%.
Screening CC(C)c1nccn1S(=O)(=O)c1cc(Cl)ccc1Cl returned Sm TGR inh -2%, HCMV inh -4, AMA1-RON2 inh 5%, AmpC inh detg -10%, HCV inh -3% and Giardia FBPA inh -18%.
For Cc1cccc(-c2nn(-c3ccccc3)cc2C(=O)N(C)CC(=O)Nc2ccc(N3CCOCC3)cc2)c1 the results were Sm TGR inh 3%, HCMV inh 3, AMA1-RON2 inh -18%, AmpC inh detg inconclusive and HCV inh -5%[8.37 µM].
Screening Cc1cc(-c2nnc(-c3cccc(Cl)c3)o2)no1 returned Sm TGR inh 10%, HCMV inh 43, AMA1-RON2 inh 5%, AmpC inh detg 8%, HCV inh -1% and Giardia FBPA inh 3%.
`COCCNC(=O)C(c1ccccc1)N(Cc1cccs1)C(=O)Cn1nnc2ccccc21` (centres undefined) gave Sm TGR inh 0%, HCMV inh -2, AMA1-RON2 inh 1%, AmpC inh detg -8%, HCV inh 12% and Giardia FBPA inh 6%.
Screening Cc1ccccc1C(=O)NC1CCN(CC(=O)Nc2ccc(Br)cc2)CC1 returned Sm TGR inh -18%, HCMV inh 12, AMA1-RON2 inh -9%, AmpC inh detg inconclusive, HCV inh -18% and Giardia FBPA inh 0%.
COc1ccc(C)cc1NC(=O)c1cc2cc3ccc(C)cc3nc2o1 was read as Sm TGR inh 16%, AmpC inh detg -1% and Giardia FBPA inh 3%.
For COc1ccccc1CN1CCC(CNS(=O)(=O)c2cc(-c3onc(C)c3C)ccc2OC)CC1 the results were Sm TGR inh 3%&-1%, HCMV inh 21&0, AMA1-RON2 inh -10%, AmpC inh detg -8%&3%, HCV inh 10µM* and Giardia FBPA inh -6%.
`Cc1ccc(-n2cccn2)c(CN2CCC(CO)(CCc3ccccc3)CC2)c1` gave Sm TGR inh 12%, HCMV inh -26, AMA1-RON2 inh -15%, AmpC inh detg -4%, HCV inh 2% and Giardia FBPA inh 2%.
